# PP5 inh – blocks human protein phosphatase 5 activity | P53041 | purified PP5c, OMFP substrate fluorescence | inhibition, % at 6.7 µM | hit rate 0.18% among 320,000 | AID 1987;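 active = inhibition above the campaign's mean inhibition across all tested compounds plus 3 SD, cut at about 9.5% in these data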;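 note: 0% = DMSO only and 100% = 100 µM cantharidin control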
# ZTA counter – blocks Epstein-Barr virus ZTA, an EBNA-1 counter-screen. inhibition, % at 11 µM. hit rate 0.15% among 320,000. ZTA-DNA binding, fluorescence polarization. P03206; in the data active = inhibition above about 33%
# Target sequence (P03206 whole entry, looked up): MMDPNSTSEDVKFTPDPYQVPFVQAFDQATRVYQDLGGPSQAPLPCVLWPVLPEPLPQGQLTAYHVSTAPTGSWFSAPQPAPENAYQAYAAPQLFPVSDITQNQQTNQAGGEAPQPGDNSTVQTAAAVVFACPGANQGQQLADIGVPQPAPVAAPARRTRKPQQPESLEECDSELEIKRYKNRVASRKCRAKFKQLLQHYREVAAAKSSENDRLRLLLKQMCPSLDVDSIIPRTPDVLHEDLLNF
# EBNA-1 inh – blocks EBNA-1 binding to DNA; inhibition, % at 14.8 µM; EBNA-1 DNA binding, fluorescence polarization; hit rate 0.34% among 300,000; in the data active = inhibition above about 28%
# CR mimetic SO – lowers age-related superoxide in aged yeast cells | S. cerevisiae aged cells, superoxide DHE fluorescence; hits give low values | superoxide response (% of plate mean), % at 10 µM | hit rate 0.18% among 330,000;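 active = superoxide response under a set limit, about three screen SD below normal, cut at about 65% in these data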;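 note: yeast aged for seven days with compound at 30 °C before DHE staining; 100% = average MFI of all compound-treated wells on the plate with controls excluded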
# core dimer inh – HCV core protein dimerization inhibition; hit rate 0.33% among 300,000; TR-FRET GST/Flag-core106 dimerization, 1536-well; inhibition, % at 5 µM;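 active = inhibition above the mean of all tested compounds plus 3 SD, set per screening campaign, cut at about 45% in these data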
#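 Assay system: GST-tagged and Flag-tagged HCV core protein residues 1-106 / Times: compound-protein-antibody incubation 4 h at 22.5 °C / Signal: time-resolved FRET, ex 340 nm, em 617 and 671 nm / Evaluation: % inhibition based on acceptor/donor emission ratio / Benchmarks: wells lacking GST-core106 and wells with excess unlabelled core106 / Repeats: singlicate, one well per compound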
# JMJD2C inh – blocks human GASC-1 demethylase activity | GST-JMJD2C(1-420) H3K9me3 demethylation, DELFIA europium | inhibition, % at 2.35 µM | hit rate 0.069% among 330,000;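 active = more than half of a compound's replicate wells show inhibition beyond 50%, single wells judged on their own value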;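 note: signal counts dimethyl H3K9 product captured on neutravidin plate; 0% = median of DMSO wells and 100% = 0.3 times that DMSO median; strong numbers were not always called active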
# Target sequence (Q9H3R0 1-420 limits assumed): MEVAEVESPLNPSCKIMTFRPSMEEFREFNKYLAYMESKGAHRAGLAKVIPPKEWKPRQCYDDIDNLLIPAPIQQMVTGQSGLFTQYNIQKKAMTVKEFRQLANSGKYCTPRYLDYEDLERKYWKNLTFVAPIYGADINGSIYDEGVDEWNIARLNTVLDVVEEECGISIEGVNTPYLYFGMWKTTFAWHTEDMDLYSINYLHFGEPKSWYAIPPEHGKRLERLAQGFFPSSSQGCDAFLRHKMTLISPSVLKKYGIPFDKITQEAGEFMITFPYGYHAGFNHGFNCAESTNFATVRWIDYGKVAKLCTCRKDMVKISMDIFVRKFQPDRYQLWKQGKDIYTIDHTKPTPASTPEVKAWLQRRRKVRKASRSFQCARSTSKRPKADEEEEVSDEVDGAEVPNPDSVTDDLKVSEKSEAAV
# TPT1 inh – inhibitors of Candida albicans tRNA 2'-phosphotransferase TPT1 | recombinant caTPT1, FP RNA substrate dephosphorylation | inhibition, % at 5 µM | hit rate 0.81% among 300,000;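 active = inhibition above the mean of all tested compounds plus 3 SD, set per screening campaign, cut at about 24% in these data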;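 note: plate controls were DMSO alone for no effect and ferristatin control at 100 nM for full effect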
# PP1 inh – counter-screen for PP5 inhibitors: inhibitors of human PP1-alpha; P62136; purified PP1alpha, OMFP fluorescence; inhibition, % at 6.7 µM; hit rate 0.9% among 320,000; AID 2235;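 active = inhibition above the mean inhibition of all tested compounds plus 3 SD, computed separately for each screening campaign, cut at about 15% in these data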
# Target sequence (P62136 whole entry, looked up): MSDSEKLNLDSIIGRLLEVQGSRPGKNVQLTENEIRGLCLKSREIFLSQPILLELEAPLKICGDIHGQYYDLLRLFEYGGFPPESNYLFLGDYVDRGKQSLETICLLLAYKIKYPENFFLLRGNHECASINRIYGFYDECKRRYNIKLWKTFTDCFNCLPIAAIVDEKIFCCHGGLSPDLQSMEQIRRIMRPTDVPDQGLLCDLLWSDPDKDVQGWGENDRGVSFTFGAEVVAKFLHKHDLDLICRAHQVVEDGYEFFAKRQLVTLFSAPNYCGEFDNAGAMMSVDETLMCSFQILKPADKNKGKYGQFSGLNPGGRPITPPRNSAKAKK
# CTSL1 counter – cathepsin L1 inhibition, PFM18AAP counter-screen | hit rate 0.49% among 300,000 | recombinant F. hepatica cathepsin L1, Z-Leu-Arg-MCA fluorescence | AID 1906 | inhibition, % at 5.96 µM;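 active = inhibition above the mean of all tested compounds plus 3 SD, set per screening campaign, cut at about 17% in these data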;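 note: 0% = plate median of test compound wells and 100% = 1 µM Z-Phe-Ala-diazomethylketone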
# The depositor's hits bear a star; . = no result given; & = joins results of further samples.
SMILES,PP5 inh,ZTA counter,EBNA-1 inh,CR mimetic SO,core dimer inh,JMJD2C inh,TPT1 inh,PP1 inh,CTSL1 counter
CCOc1ccc(Nc2nc(Cc3nnc(SCC(=O)c4ccc(C)cc4)o3)cs2)cc1,3.8,6.6,-5.3,91.7,15.1,0.6,-4.1,6.6,1.8
Cc1ccc(CN=c2c([N+](=O)[O-])nn(-c3ccc4c(c3)OCCO4)n2O)cc1,3.6,8.6,0.5,97.5,-4.6,5.5,-1.2,1.1,0.1
CC(C)(C)c1ccc2c(c1)OC(C(=O)N/N=C/c1ccc([N+](=O)[O-])o1)CO2 (configuration not stated),2.3,7.1,-8.3,93.9,7.2,-16.4,0.9,8.3,14.3
CCOc1ccc(NC(=O)CSc2nnc(-c3cc(C)[nH]n3)n2N)cc1,1.1,2.5,6.3,92.3,-2.0,13.9,3.0,-5.5,1.4
Clc1ccc2nc(CSc3nncn3-c3ccccc3)cn2c1,0.5,-1.1,-3.7,90.3,5.5,-4.0,1.5,-2.6,0.0
CC1CCN(S(=O)(=O)c2ccc3c(c2)c(=O)c(C(=O)NCc2cccs2)cn3C)CC1,1.2,-19.3,-1.7,119.8,-9.9,4.9,-0.9,-2.5,-1.8
COc1ccccc1N1CCN(C(=O)CCCNC(=O)Cn2cnc3sc(C)c(C)c3c2=O)CC1,0.1,6.4,5.4,95.0,15.4,1.9,1.4,-2.1,-0.1
COCCNS(=O)(=O)c1ccc2c(c1)C(=NO)c1cc(S(=O)(=O)NCCOC)ccc1-2,0.0,8.2,0.7,100.9,-5.3,-9.6,2.6,-3.6,3.4
COc1ccc(Cl)cc1C(=O)NNC(=O)c1cccc([N+](=O)[O-])c1,2.5,-12.0,-5.8,96.7,-3.6,4.8,-2.1,1.6,0.0
O=C(Nc1ccccc1-c1nnn(CC(=O)N2CCc3ccccc3C2)n1)C1CCC1,1.9,-22.3,-3.5,102.6,1.1,4.6,3.0,1.6,-3.5
CCc1ccccc1NC(=O)CSc1nnc(CNC(=O)c2ccco2)n1C,1.8,-14.6,-12.4,101.4,-15.0,7.7,-1.7,3.8,0.8
CCOC(=O)c1oc2c(CN3CCN(CCO)CC3)c(O)c(CC)cc2c(=O)c1-c1nc2ccccc2s1,0.3,-2.9,9.7,98.5,-8.3,8.1,-0.5,-0.2,1.6
COc1cc(CN2CCN(c3ccccc3F)CC2)c([N+](=O)[O-])cc1OC,0.6,13.8,2.9,103.7,8.3,-15.8,-4.7,0.7,-0.8
O=C(CSc1nc(C2CC2)nc2sc3c(c12)CCCC3)NCc1ccco1,-0.6,-8.1,7.0,93.3,1.7,4.7,-1.0,-2.0,3.5
CCOC(=O)C1CCCN(c2c(NCCCN3CCCC(C)C3)c(=O)c2=O)C1 (configuration not stated),-1.5,6.2,0.3,96.8,-0.4,-8.1,-1.4,-4.7,-0.6
Cc1[nH]nc2c1C(c1cccs1)C1=C(CCCC1=O)N2 (configuration not stated),2.2,1.0,-5.4,95.3,1.5,16.6,-0.1,-1.6,-2.7
Cc1cnc(C(=O)OCc2nc3ccsc3c(=O)[nH]2)cn1,-1.4,7.0,.,107.2,.,-6.9,.,0.9,.
Cc1ccc(NC2=NCC(=O)N2C2CCCC2)cc1,-1.7,-2.9,-5.5,111.0,-1.7,-3.9,-2.8,-3.9,0.8
Cc1ccc2oc(=O)c3cnn(CC(=O)NCCN(C)C)c3c2c1,-0.3,-19.4,3.4,86.7,-2.2,10.2,-3.4,-2.5,-1.3
O=C(Oc1ccc2c(c1)C(=O)c1ccccc1CO2)c1ccccc1,0.2,24.3,1.1,87.0,1.4,3.9,-2.9,-0.4,1.3
CC(C)(C)C1CCC(OC(=O)CCC(=O)Nc2ccccc2)CC1 (configuration not stated),6.8,1.6,8.0,116.9,3.3,-3.5,-3.3,3.7,0.9
COc1ccc(NC(=O)CSc2ccc(C)cc2)cc1,-0.5,15.6,-4.6,90.6,0.7,102.4,2.4,-2.8,-1.5
CCCN1C(=O)/C(=c2\s/c(=C3\C=Cc4ccccc4N3CC)c(=O)n2-c2ccccc2)SC1=S,2.2,-4.1,-8.8,104.4,-7.4,-7.9,2.3,0.6,-1.7
Cc1ccc(S(=O)(=O)NNC(=O)c2ccccc2O)cc1,0.8,-2.4,10.2,104.2,-4.2,1.0,-5.6,-1.0,3.1
CCN(CCCn1c(=S)[nH]c2ccc(N3CCOCC3)cc2c1=O)c1ccccc1,0.6,-2.7,-9.5,102.4,17.9,-8.8,-1.4,13.8,2.1
CCn1c(SCC(=O)OC)nnc1-c1ccccc1,-0.5,18.6,2.8,104.5,2.2,-18.0,-1.0,-4.4,-3.2
NCC(O)CN1CCN(Cc2ccccc2)CC1 (configuration not stated),-0.2,5.3,-9.4,100.4,-1.0,-14.1,2.0,1.0,-0.1
O=C(COC(=O)c1ccccc1C(=O)OCC(=O)NCCc1c[nH]c2ccccc12)NCCc1c[nH]c2ccccc12,4.3,-20.7,4.1,115.9,-8.1,-2.8,-3.9,2.0,-1.0
Cc1noc(C)c1COc1ccc(C(=O)OCC(=O)N2CC3(C)CC2CC(C)(C)C3)cc1 (configuration not stated),1.8,8.4,8.3,90.4,20.1,4.4,-4.9,0.6,2.1
O=C(Nc1nc(-c2ccco2)c(-c2ccco2)s1)C1CC(=O)N(c2ccc3c(c2)OCCO3)C1 (configuration not stated),0.5,-0.6,11.9,110.5,31.5,-2.6&16.0,4.7,13.4,0.5
Cc1ccccc1N1CCN(CC(=O)Nc2ccccc2C(=O)NC2CC2)CC1,3.8,11.6,.,84.7,.,10.9,.,-2.3,.
O=C(C1CCCN(S(=O)(=O)c2cccc3nonc23)C1)N1CCN(c2cccc(Cl)c2)CC1 (configuration not stated),1.2,6.3,-2.5,93.3,11.9,10.0,-3.3,-1.6,1.6
N#CC1=C(N)C(C#N)(C#N)C2(C(=O)Nc3ccccc32)C2CCCC=C12 (configuration not stated),1.9,5.3,4.8,94.4,8.4,-2.4,1.0,1.2,20.1*
O=C(c1ccccc1)N1CCN(c2nc3ccc([N+](=O)[O-])cc3s2)CC1,-3.9,-10.8,1.9,116.4,5.6,2.6,-1.0,0.0,0.1
O=C(Nc1ccc2c3c(cccc13)CC2)c1ccco1,1.8,-4.6,-12.2,93.8,15.1,24.7,0.5,-2.3,1.1
C/C(=N\NC(=O)c1ccccc1C)c1ccc(N2CCOCC2)cc1,-2.7,-5.1,-11.9,99.1,-2.5,-1.9,0.6,-0.6,-5.3
O=C(N/N=C/c1ccc(N2CCOCC2)cc1)c1ccncc1,-0.6,11.5,.,115.1,.,4.2,.,-3.3,.
CC(C)=NNc1nc(-c2ccc([N+](=O)[O-])cc2)cs1,0.9,-5.7,-0.5,92.7,-2.9,-6.0,2.8,1.3,2.3
CC(=O)NC(CC(=O)N1CCCC1)c1ccccc1 (configuration not stated),2.3,9.1,-6.8,107.9,4.2,10.6,-0.1,-7.3,-1.5
Cc1ccc(C)c(NC(=O)CCC(=O)NNC(=O)C(c2ccccc2)c2ccccc2)c1,2.9,1.2,-2.0,107.0,-2.3,11.3,-0.3,3.9,2.4
CCC(C)c1ccc(NC(=S)NC2CCN(Cc3ccccc3)CC2)cc1 (configuration not stated),0.5,5.9,7.6,100.3,-0.6,-5.7,5.0,2.5,-1.2
O=C(NCCc1c[nH]c2ccccc12)C1CCC(=O)N(CCc2cccc(F)c2)C1 (configuration not stated),5.4,7.1,-1.5,131.3,3.8,0.5,-3.2,3.4,3.6
COc1ccc2oc(C(=O)OCC(=O)N(C)Cc3ccccc3)c(C)c2c1,-0.5,-11.2,3.1,101.7,0.9,-49.5,2.1,-2.9,-0.3
Cc1ccc(S(=O)(=O)N(C)c2ccc(OC(=O)c3ccc(N4CCCC4=O)cc3)cc2)cc1,1.4,5.3,5.2,99.0,-5.3,2.5,-0.5,2.0,-0.1
COc1ccc(S(=O)(=O)N2CCOC2CNC(=O)C(=O)NCCc2c[nH]c3ccccc23)cc1C (configuration not stated),0.7,-12.1,-11.1,84.4,-6.8,9.7,-2.2,0.8,2.8
O=C(CN1CCN(Cc2ccccc2)CC1)NCC1COc2ccccc2O1 (configuration not stated),2.0,-4.8,7.8,106.9,1.3,-3.9,-1.4,-2.6,1.9
O=C(NCCc1cccs1)C12CN(Cc3ccccc3)CC1C(c1cccc([N+](=O)[O-])c1)=NO2 (configuration not stated),4.8,0.1,-5.9,103.5,18.2,-8.0,2.5,8.2,0.6
Cc1nnsc1C(=O)NC1CCCc2c1cnn2-c1ccc(C(C)(C)C)cc1 (configuration not stated),2.1,-1.4,1.8,104.3,-2.4,2.1,0.2,-3.0,-0.3
Cc1ccc(C(=O)N2CCN(C(=O)CN3CCCC3)C2)cc1,1.5,-4.0,-8.0,107.0,5.1,-41.8,-2.8,-4.2,-7.5
O=C(c1cc2ccccc2oc1=O)N1CCSC1c1ccco1 (configuration not stated),-2.1,20.4,7.9,103.9,1.4,13.4,5.3,-0.3,1.4
CN(CC(=O)Nc1ccc(F)cc1[N+](=O)[O-])Cc1ccccc1,-0.6,-2.8,-9.6,83.8,1.9,8.3,5.7,0.8,0.4
CCOC(=O)c1sc(N)c(C(=O)Nc2ccccc2OC)c1C,3.4,-6.8,1.6,92.4,1.9,6.9,-0.9,-2.3,0.7
COc1ccc(OC)c(S(=O)(=O)N2CCC(C(=O)NCc3ccc4c(c3)OCO4)CC2)c1,-0.5,-15.9,14.1,86.6,1.6,7.6,-2.1,-0.8,-2.0
COCC(=O)N1CCC(Oc2cccc(C(=O)NCc3ccccn3)c2)CC1,-0.8,0.6,0.9,97.8,-6.1,-1.5,2.2,-4.1,-1.1
N#CC1=C(N)Oc2cc(O)c(Cl)cc2C1c1ccccc1F (configuration not stated),-0.3,-16.5,-3.1,100.3,16.2,5.4,71.9*,-1.9,12.1
CSCC[C@H](NC(=O)COc1ccc(Cl)cc1)c1nc2ccccc2[nH]1,3.5,-1.8,3.0,120.4,5.3,3.4,6.9,-3.2,-1.3
O=C(Nc1cccc(O)c1)c1cc2nc(-c3ccccc3)cc(-c3ccccc3)n2n1,-0.1,8.8,27.0,66.4,25.4,-7.4,0.6,-0.5,2.4
CCN(CC(=O)Nc1ccc(OC)cc1)C(=O)c1ccc([N+](=O)[O-])cc1,0.2,5.4,-2.1,149.8,-0.6,-14.0,-1.5,0.5,-1.8
O=C1[C@@H]2[C@@H]3C[C@@H]([C@H]4ON=C(c5ccc(OCc6ccccc6)cc5)[C@@H]34)[C@@H]2C(=O)N1c1ccc2c(c1)OCO2,-0.1,-2.7,6.8,112.3,23.1,-4.9,-1.6,-3.4,-3.1
CCC(=O)n1nc(-c2ccco2)nc1N,3.4,3.1,4.4,97.3,2.2,5.2,-2.2,-0.6,-1.1

# Full records from above.
# `CCOC(=O)c1sc(N)c(C(=O)Nc2ccccc2OC)c1C` is listed as PP5 inh: 3.4; ZTA counter: -6.8; EBNA-1 inh: 1.6; CR mimetic SO: 92.4; core dimer inh: 1.9; JMJD2C inh: 6.9; TPT1 inh: -0.9; PP1 inh: -2.3; CTSL1 counter: 0.7
# `COCC(=O)N1CCC(Oc2cccc(C(=O)NCc3ccccn3)c2)CC1` is listed as PP5 inh: -0.8; ZTA counter: 0.6; EBNA-1 inh: 0.9; CR mimetic SO: 97.8; core dimer inh: -6.1; JMJD2C inh: -1.5; TPT1 inh: 2.2; PP1 inh: -4.1; CTSL1 counter: -1.1

# Assay outcomes deposited in PubChem BioAssay by several laboratories.
